# GLP-1R inv ag = qHTS of GLP-1 Receptor Inverse Agonists (Inhibition Mode) | AID 624417, 2012 | HEK293 GLP-1R CRE-luciferase, luminescence, 24 h; GLP-1R form is constitutively active | 410,000 tested, 1.6% active | Potency, µM (series often up to 38.3 µM), for the others: top-dose activity change, negative = inhibition, most hits filed as inhibitors; also: potency is read from the fitted curve at half-maximal effect; % is scaled to controls: 0 for no effect and ±100 for the full control effect; nearly all actives have a fitted effect of over 55% in size
# Target sequence (P43220 whole entry, looked up): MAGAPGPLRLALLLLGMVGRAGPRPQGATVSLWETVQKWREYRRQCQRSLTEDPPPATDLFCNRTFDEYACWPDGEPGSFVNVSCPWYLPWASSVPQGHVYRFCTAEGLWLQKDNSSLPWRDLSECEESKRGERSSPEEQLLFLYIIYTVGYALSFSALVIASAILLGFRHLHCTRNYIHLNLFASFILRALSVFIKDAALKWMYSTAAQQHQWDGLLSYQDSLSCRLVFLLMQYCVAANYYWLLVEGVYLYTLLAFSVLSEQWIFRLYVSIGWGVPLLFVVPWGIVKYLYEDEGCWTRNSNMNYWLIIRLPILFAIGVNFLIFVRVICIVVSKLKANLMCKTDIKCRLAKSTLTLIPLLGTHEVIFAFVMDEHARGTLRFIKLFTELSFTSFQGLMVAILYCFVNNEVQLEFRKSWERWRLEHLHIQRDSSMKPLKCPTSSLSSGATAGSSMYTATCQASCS
#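 Luminescence readout: a drop in cAMP-driven luciferase signal flags inverse agonism at a constitutively active GLP-1R stably expressed in HEK293. Compound exposure lasted 24 hr at 37 deg C, 5% CO2.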
# FUS suppressor = qHTS for Suppressors of FUS Proteinopathy: Primary screen using FUS-linked yeast assay; AID 1347120, 2019; S. cerevisiae FUS-expressing, growth rescue, OD600, 24 h; 390,000 tested, 0.24% active; Potency, µM (series often up to 76.6 µM), inactives show at the highest dose growth rescue (activation), hits mostly activators;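 also: potency is read from the fitted curve at half-maximal effect; plate controls were DMSO vehicle for no effect and reference control for full effect; nearly all actives have a fitted effect of over 55% in size; some results filed as inactive show a strong effect at the top dose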
#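 S. cerevisiae expressing FUS from galactose induction served as the toxicity model. Growth after 24hr at 30C, read as absorbance at 600 nm, indicates suppression of toxicity; compounds dosed at several concentrations.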
# Abeta rescue = qHTS for compounds that reverse cellular toxicity of Amyloid beta (A-beta) peptide in yeast: Primary Screen | yeast expressing A-beta42, growth rescue, OD600, 48 h; response scale: 0% DMSO, 100% iron-clioquinol control | Potency, µM (titrated, usually from 46.1 µM), for the others: at the highest dose growth rescue, actives largely listed as activators | 410,000 tested, 0.063% active | AID 1347071, 2019; also: potency is read from the fitted curve at half-maximal effect; nearly all actives have a fitted effect of over 55% in size
#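 Yeast A-beta toxicity model in growth medium with pinned compounds, 48 h at 30 C; growth read as absorbance at 600 nm. Normalized to FeCl3/clioquinol equimolar mix (positive) and DMSO (negative).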
# HEK293 tox = qHTS of GLP-1 Receptor Inverse Agonists: Cytotox Screen; HEK293 cAMP-luciferase reporter cells, luminescence, 24 h; 410,000 tested, 0.13% active; AID 624418, 2012; Potency, µM (series often up to 38.3 µM), without a hit: at the top dose activity change, negative = inhibition, usual class: inhibitors;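 also: loss of luciferase light is scored as toxicity; potency is read from the fitted curve at half-maximal effect; % is scaled to controls: 0 for no effect and ±100 for the full control effect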
#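 Cells in DMEM/10% Nu serum/1% pen-strep, 1536-well format. Pre-incubated 12 h, dosed with 23 nL compound, incubated a further 24 h. Luciferase detection, 12 min at room temp, luminescence.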
# TDP-43 yeast inh = qHTS of TDP-43 Inhibitors; TDP-43 expressing yeast growth rescue, BacTiter-Glo, 24 h; Potency, µM (top dose mostly 46.1 µM), without a hit: at the highest dose growth rescue (activation), hits mostly activators; 410,000 tested, 1.8% active; AID 652104, 2013; also: potency is read from the fitted curve at half-maximal effect; % of control where 0% means no effect; nearly all actives have a fitted effect of over 50% in size
#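 Galactose-induced TDP-43 yeast, OD600=0.02, compound pinned; 24 hr, 30 deg C; BacTiter-Glo luminescence for growth. Inhibitors of TDP-43 toxicity read as activators.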
# Akt phos inh = HTS Assay for Inhibitors of Akt Phophorylation: Primary Screen; Neuro2A IGF-stimulated pAkt S473 HTRF, 20 min; hits give low values; activity change, % for hits at 50 µM; 360,000 tested, 0.32% active; AID 651550, 2012; in the data active = activity change below about -80%; inconclusive = mostly about -51% to -80%; also: % is scaled to controls: 0 for no effect and ±100 for the full control effect
#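 Neuro2A cells in DMEM with 0.5% FBS, overnight at 37 deg C, given compound at single 50 µM final, then IGF (6 nM final) for 20 min at 37 deg C. Lysed; phospho-Akt Ser473 by HTRF after 24 h, 665/615 ratio.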
# Mm-Cpn inhibitor = Inhibitors of TCP-1 ring complex (TRiC) of Methanococcus maripaludis (MmCpn): qHTS | purified Mm-Cpn ATPase, ADP Transcreener TR-FRET | Chaperonin Mm-Cpn (Methanococcus maripaludis) | Potency, µM (top dose mostly 76.9 µM), inactives show at the highest dose activity, negative = inhibition, actives largely listed as inhibitors | AID 504842, 2011 | 330,000 tested, 0.031% active; also: potency is read from the fitted curve at half-maximal effect; % is scaled to controls: 0 for no effect and ±100 for the full control effect; nearly all actives have a fitted effect of over 80% in size
#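 ATPase read-out: TR-FRET ADP immunoassay (anti-ADP Eu cryptate vs ADP-d2), ex 320 nm, em 590/665 nm; signal drops as ADP forms. Enzyme 25 nM, ATP 10 uM, 30 min at 37°C after 10 min compound preincubation.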
# PTHR1 agonist = qHTS for PTHR1 Agonists: Primary Screen; AID 743266, 2014; HEK293 GP2 PTHR1 cells, GloSensor cAMP luminescence, 1 h; Potency, µM (titrated, usually from 115 µM), for the others: at the highest dose activation, usual class: activators; Parathyroid hormone/parathyroid hormone-related peptide receptor (Homo sapiens), Q03431; 410,000 tested, 0.075% active; also: potency is read from the fitted curve at half-maximal effect; nearly all actives have a fitted effect of over 55% in size; some results filed as inactive show a strong effect at the top dose; inactives centre near -15; many of its hits are not listed in these tables
# Target sequence (Q03431 whole entry, looked up): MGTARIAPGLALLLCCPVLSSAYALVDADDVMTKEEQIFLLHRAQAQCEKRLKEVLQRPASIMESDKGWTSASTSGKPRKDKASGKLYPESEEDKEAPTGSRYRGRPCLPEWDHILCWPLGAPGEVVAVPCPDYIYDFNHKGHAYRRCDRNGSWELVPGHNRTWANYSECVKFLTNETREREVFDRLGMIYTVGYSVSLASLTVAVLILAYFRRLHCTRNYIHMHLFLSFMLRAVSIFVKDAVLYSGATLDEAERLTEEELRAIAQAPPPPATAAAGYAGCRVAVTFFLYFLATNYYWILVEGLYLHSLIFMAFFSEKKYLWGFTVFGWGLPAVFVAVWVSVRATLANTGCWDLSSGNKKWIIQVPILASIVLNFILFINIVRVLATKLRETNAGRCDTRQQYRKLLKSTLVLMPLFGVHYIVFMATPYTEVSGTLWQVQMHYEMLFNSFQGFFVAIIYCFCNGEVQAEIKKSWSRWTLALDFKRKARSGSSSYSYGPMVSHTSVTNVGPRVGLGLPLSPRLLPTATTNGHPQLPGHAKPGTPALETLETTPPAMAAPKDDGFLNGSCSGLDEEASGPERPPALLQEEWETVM
#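 HEK-293-derived GP2 cells expressing PTHR1 and a GloSensor cAMP reporter, 3,000/well, plated overnight, given luciferin plus IBMX (each 0.5 mM as added) for 1 h at 37 °C, then compound for 1 h at 37 °C. Luminescence was read after 15 min at room temperature.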
# aSyn yeast inh = qHTS of alpha-syn Inhibitors. Yeast expressing alpha-synuclein, growth rescue, BacTiter-Glo, 24 h. Potency, µM (series often up to 46.1 µM), inactives show at the top dose growth rescue (activation), most hits filed as activators. 370,000 tested, 0.14% active; also: potency is read from the fitted curve at half-maximal effect; % of control where 0% means no effect; nearly all actives have a fitted effect of over 65% in size
#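 Screening used galactose-induced yeast with toxic alpha-synuclein levels, exposed to compound for 24 hr at 30 deg C. Cell growth, read with BacTiter-Glo luminescence, gave the measured signal.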
# Starred values were filed as active, the others as inactive; i = inactive; ? = inconclusive; . = no result given; [ ] = another dose, or the depositor's remark. Unless noted, calls follow the shape of the dose curve; as a rule, active = well fitted curve in the direction sought with a large enough effect; inconclusive = small, poorly fitted or top-dose-only effect, or another doubt; inactive = no such curve, though single readings can be large; an effect the other way counts as inactive or inconclusive.
SMILES,GLP-1R inv ag,FUS suppressor,Abeta rescue,HEK293 tox,TDP-43 yeast inh,Akt phos inh,Mm-Cpn inhibitor,PTHR1 agonist,aSyn yeast inh
COc1ccc(-c2cc(C(=O)Nc3ccccc3SC)no2)cc1OC,0%,10%,-3%,0%,-12%,i,-4%,i,-3%
CC(C)CC(=O)CC1(O)C(=O)Nc2ccccc21 (stereo not given),-1%,-33%,6%,17%,9%,i,1%,2%,-8%
Cc1cc(C)cc(OCC(=O)NC(Cc2c[nH]c3ccccc23)C(=O)O)c1 (stereo not given),12%,-5%,-9%,0%,10%,.,.,i,.
CCNC(=O)C1CCCN1S(=O)(=O)c1ccc(C)cc1 (stereo not given),12%,-19%,0%,2%,-5%,i,1%,-22%[57.5 µM],1%
CCCCC(c1nnnn1CCOC)N1CCN(C(=O)c2ccco2)CC1 (stereo not given),15%,21%,-13%,6%,-12%,i,0%,i,-4%
CC(=O)NCCc1nc2ccccc2n1Cc1ccc(C)cc1,?,2%,3%,5%,0%,i,0%,0%,4%
CC1CCC(NC(=O)COC(=O)c2ccc3ncsc3c2)CC1 (stereo not given),17%,11%,-8%,5%,-7%,i,?,14%,-5%[1.84 µM]
CCOc1ccc(OCCOc2ccc(/C=C/C(=O)O)cc2OCC)cc1,18%,-2%,-1%,-6%,10%,i,-1%,-2%,7%
Cc1cc(-c2nn(-c3ccccc3F)cc2CN(C)CC(O)CO)c(C)s1 (stereo not given),-15%,7%,-3%,-17%,-20%,i,-2%,i,-18%
O=C(COC(=O)c1cnc(Cl)c(Cl)c1)Nc1cccc(S(=O)(=O)N2CCOCC2)c1,9%,.,1%,-8%,?,i,1%,i,8%
Cc1ccccc1NS(=O)(=O)c1ccc(-c2ccc(=O)[nH]n2)o1,2%,2%,-6%,6%,-15%,i,-20%,-73%[inhibitor],-6%
NC1=NC(c2ccc(F)cc2)n2c(nc3ccccc32)N1 (stereo not given),6%,8%,21%,8%,-14%,i,0%,i,-1%

# Arranged by SMILES length (descending): 3 of the compounds above
SMILES,GLP-1R inv ag,FUS suppressor,Abeta rescue,HEK293 tox,TDP-43 yeast inh,Akt phos inh,Mm-Cpn inhibitor,PTHR1 agonist,aSyn yeast inh
O=C(COC(=O)c1cnc(Cl)c(Cl)c1)Nc1cccc(S(=O)(=O)N2CCOCC2)c1,9%,.,1%,-8%,?,i,1%,i,8%
Cc1ccccc1NS(=O)(=O)c1ccc(-c2ccc(=O)[nH]n2)o1,2%,2%,-6%,6%,-15%,i,-20%,-73%[inhibitor],-6%
CC(C)CC(=O)CC1(O)C(=O)Nc2ccccc21 (stereo not given),-1%,-33%,6%,17%,9%,i,1%,2%,-8%

# (continued)
SMILES,GLP-1R inv ag,FUS suppressor,Abeta rescue,HEK293 tox,TDP-43 yeast inh,Akt phos inh,Mm-Cpn inhibitor,PTHR1 agonist,aSyn yeast inh
Cc1occc1-c1nnc(-c2cc([N+](=O)[O-])cc([N+](=O)[O-])c2)o1,54%[activator],9%,-82%[inhibitor],-12%,-3%,i,2%,i,-2%
Cc1cc(NC(=O)CCC(=O)N(CC(=O)NCC2CCCO2)c2ccc(C)c(C)c2)no1 (stereo not given),10%,7%,-12%,-3%,-9%,i,-1%,i,-3%
Cc1cccc(N2CCN(S(=O)(=O)c3cc4c(cc3Cl)NC(=O)CO4)CC2)c1C,29%,-9%,1%,0%,-2%,i,0%,i,-2%
CC1CCN(CCC(=O)Nc2ccc(Cl)cc2)CC1,?,-6%,-4%,16%,25%,i,1%,i,-2%
CCC1SC(CC)C(=O)N(CC(=O)NCCc2ccccc2)C1=O (stereo not given),-9%[0.307 µM],-11%,19%,8%[0.307 µM],15%,i,-1%,-39%[inhibitor],-7%
O=S(=O)(c1ccc2ccccc2c1)N1CCN(CCO)CC1,-2%,-37%,-5%,-3%,-22%,i,0%,-12%,5%
N#Cc1c(-n2ncnc2-c2cccc(Br)c2)sc2c1CCCCC2,-3%,2%,-2%,-3%,13%,.,.,-65%,.
O=C(/C(Br)=C/Nc1cc(Cl)ccc1Cl)C(F)(F)F,5%,.,-10%,-1%,0%,i,0%,?,-12%
COc1ccccc1-c1nnc2sc(COc3ccc(Cl)cc3Cl)nn12,-1%,9%,13%,-2%,27%,i,-10%,i,1%
O=C(CSc1nccc(=O)[nH]1)Nc1ccc2c(c1)OCCO2,43%[activator],35%,-12%,-1%,-29%,i,1%,?,5%
COc1ccc(Cc2noc(CN(C)CC3CCN(Cc4ccccc4)CC3)n2)cc1OC,7%,-19%,4%,7%,2%,i,1%,i,-1%
Cc1cc(C)c(C#N)c(Oc2ccccc2Br)n1,0%,.,1%,6%,?,i,-3%,i,4%
COc1cccc(-c2cn3nc(C)c(C)nc3n2)c1,?,38%,-21%,91%[activator],-12%,i,1%,-18%[57.5 µM],0%
COc1ccc(-c2cc(C(=O)N3CCOCC3)no2)cc1OC,0%,-15%,0%,10%,-9%,i,-1%,-23%,-8%
CC(C)Cn1c(N)c(C=O)c(=O)[nH]c1=O,6%,-19%,-6%,3%,12%,i,-1%,i,0%
CCNC(=O)Nc1ccc(OC)cc1OC,1%,-23%,-15%,2%,-8%,i,-1%,i,-7%
CCOc1ccc(C(=O)N(CC(=O)Nc2cccc(C)c2C)CC2CCCO2)cc1OC (stereo not given),8%,.,-7%,-3%,5%,i,0%,i,-2%
Nc1nccc(SCc2ccc(Cl)cc2Cl)n1,4%,.,7%,-14%,?,i,.,-11%,9%
O=C(NCCN1CCCCC1)Nc1cccc(C(F)(F)F)c1,?,7%,-24%,-1%,-29%,i,-7%,16%,-1%
NC(=O)C1CCN(Cc2cccc(OCc3ccccc3)c2)CC1,-22%,11%,15%,1%,5%,i,-2%,-24%,-4%
O=C(CS(=O)(=O)c1ccccc1)NCc1ccccc1,1%,34%,-6%,5%,-15%,i,2%,-8%,-5%
O=S(=O)(c1ccccc1)N1CCN(C(=S)NC2CCCC2)CC1,?,7%,0%,9%,-1%,i,5%,22%,2%
CN(C)C=Nc1nonc1-c1ccccc1,3%,-8%,-3%,-2%,4%,i,2%,i,0%
COC(=O)c1c(=O)n(O)c2ccc(OC)cc2[n+]1[O-],5%,4%,9%,8%,-2%,i,-6%,5%[57.5 µM],0%
C=CCn1c(N)c(S(=O)(=O)c2cccs2)c2nc3ccccc3nc21,0%,-2%,-3%,48%[activator],-5%,.,-8%,i,-1%
c1cc2c3c(cccc3c1)NN=N2,44%[activator],.,-10%,?,0%,i,.,i,11%
O=C(NCc1ccc(F)cc1)c1ccc(N2CCc3ccccc32)c([N+](=O)[O-])c1,?,30%,?,0%,22%,i,2%,-31%[inhibitor],14%
O=c1[nH]cc(-c2ccccc2)c(=O)[nH]1,12%,-31%,-1%,-8%,3%,i,-5%,-12%,-2%
COCC(=O)N1CCC(Oc2ccc(C(=O)N(C)C(C)c3ccon3)cc2)CC1 (stereo not given),9%,.,-1%,-5%,-12%,i,1%,-15%,-2%
CCOC(=O)/C(=N\Nc1ncnc2ccccc12)c1ccc(C)cc1,?,?,7%,95%[activator],?,i,-3%,-18%,18%
Nc1nc(-c2ccccc2)cc(C(F)(F)F)n1,0%,21%,6%,9%,8%,.,2%,i,13%
Cc1nnc(SCC(=O)Nc2cccc(Cl)c2)n1CC1CCCO1 (stereo not given),-22%,21%,-2%,-3%,-10%,i,-1%,i,-2%
COc1ccc(NC(=O)CN(c2ccccc2)S(=O)(=O)N(C)C)cc1Cl,-11%,5%,17%,0%,-1%,i,1%,-8%,10%
CC(C)(O)c1[nH]c2cc(F)ccc2c1C(C)(C)O,?,8%,8%,0%,21%,i,5%,-15%,-28%
CC(C)c1ccc(C(=O)Nc2nnc(S(=O)(=O)N3CCCCC3)s2)cc1,-13%,2%,20%,-12%,7%,i,?,-24%,-8%
CNC(=O)c1nnn(Cc2ccccc2)c1NC(=O)C(F)(F)F,10%,-2%,0%,-5%,16%,i,-1%,i,3%
CCN1C(=O)[C@H]2[C@@H](c3ccc(Cl)cc3)N3C(=O)CN(CC4CC4)C(=O)[C@@]3(C)[C@H]2C1=O,14%,-16%,2%,-2%,2%,i,-2%,i,0%
CC(C)(C)OC(=O)N1Cc2cc3ccccc3nc2C1CO (stereo not given),11%,-22%,-9%,3%,-22%,i,-2%,i,-1%
N#Cc1c(NC(=O)Cn2cnc3ccccc3c2=O)oc(-c2ccccc2)c1-c1ccccc1,-1%,-3%,-3%,-9%,-5%,i,1%,i,-5%
O=C(OCC(=O)N1CCCCC1)c1cccs1,?,-7%,4%,-1%,-5%,i,2%,-18%,-1%
COc1ccccc1CNc1cncnc1,4%,20%,13%,0%,-2%,i,0%,-10%,-4%
O=C(NCc1cccnc1)c1ccc(COc2cccc3ccccc23)o1,?,40%,-14%,-26%,0%,i,-2%,-18%,5%
O=C(CCC1CCCN(C(=O)c2ccsc2)C1)N1CCN(c2ccccn2)CC1 (stereo not given),11%,-30%,1%,-8%,-4%,i,1%,-7%,-5%

# Source: PubChem BioAssay

# Only part of the results is shown; rates above refer to the full screens.
